MsrA inhibitor: bovine MsrA enzyme inhibitors, primary screen, biochemical, absorbance, HTS | purified bovine MsrA, absorbance read-out | inhibition, % at 15.5 µM | 0.75% of 360,000 active | Methionine sulfoxide reductase A (Bos taurus); in the data active = inhibition above about 4.5%;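 note: 0% = vehicle wells with enzyme and 100% = reference inhibitor wells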
NRP1-CendR mod: modulators of CendR peptide binding to NRP-1, primary screen, biochemical, fluorescence polarization, uHTS; Neuropilin-1 (Homo sapiens), O14786; FAM-RPARPAR peptide binding to NRP-1; 0.85% of 360,000 active; inhibition, % at 25 µM;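 active = inhibition or corrected inhibition above about 18%, plus a signal ratio from 0.5 to 1.5, limit read from the data, passing the limit was not always enough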; note: strong numbers were not always called active
Target sequence (O14786 whole entry, looked up): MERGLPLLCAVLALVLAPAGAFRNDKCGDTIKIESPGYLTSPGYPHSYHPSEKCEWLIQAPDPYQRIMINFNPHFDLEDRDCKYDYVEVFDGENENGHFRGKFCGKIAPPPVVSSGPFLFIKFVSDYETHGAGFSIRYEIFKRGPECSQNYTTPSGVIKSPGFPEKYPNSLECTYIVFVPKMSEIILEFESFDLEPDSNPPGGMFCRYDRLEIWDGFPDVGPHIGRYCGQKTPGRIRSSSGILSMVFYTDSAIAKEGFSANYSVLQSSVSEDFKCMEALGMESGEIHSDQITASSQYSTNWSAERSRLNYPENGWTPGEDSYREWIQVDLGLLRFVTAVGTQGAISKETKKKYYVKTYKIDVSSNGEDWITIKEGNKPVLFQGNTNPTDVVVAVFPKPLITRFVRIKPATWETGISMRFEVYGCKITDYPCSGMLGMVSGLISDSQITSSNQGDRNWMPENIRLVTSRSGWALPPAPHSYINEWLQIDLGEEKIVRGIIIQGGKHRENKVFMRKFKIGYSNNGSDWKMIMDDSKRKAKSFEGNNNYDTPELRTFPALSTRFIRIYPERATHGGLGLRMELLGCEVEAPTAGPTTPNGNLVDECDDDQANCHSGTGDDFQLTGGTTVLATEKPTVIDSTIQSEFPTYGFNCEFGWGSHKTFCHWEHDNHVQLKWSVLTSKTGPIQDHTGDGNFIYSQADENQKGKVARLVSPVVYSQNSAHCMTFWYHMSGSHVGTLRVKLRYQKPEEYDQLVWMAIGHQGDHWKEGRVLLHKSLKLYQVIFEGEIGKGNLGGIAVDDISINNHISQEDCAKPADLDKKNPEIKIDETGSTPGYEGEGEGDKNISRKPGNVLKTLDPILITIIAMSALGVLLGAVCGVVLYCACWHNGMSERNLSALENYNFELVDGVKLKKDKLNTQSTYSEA
Rin1-Abl PPI inh: inhibitors of Rin1-Abl protein binding, primary screen, biochemical, TR-FRET; Tyrosine-protein kinase ABL1 (Homo sapiens) + Ras and Rab interactor 1 (Homo sapiens), …; inhibition, % at 7.35 µM; 0.4% of 360,000 active; in the data active = inhibition above about 5%, passing the limit was not always enough
Neddylation inh: inhibitors of cullin neddylation, primary screen, biochemical, TR-FRET, uHTS, NAE and Ubc12 | calls only at 25 µM | 0.58% of 360,000 active | AID 651699, 2012; in the data active = inhibition above about 36%
SKN-1 block: suppressors of acrylamide-induced Pgst-4::GFP reporter in worms, primary screen, SKN-1 inhibitor project, whole organism, uHTS, GFP/RFP fluorescence ratio, strain VP596 | AID 624304, 2012 | inhibition, % at 21.8 µM | 0.49% of 360,000 active | C. elegans VP596 Pgst-4::GFP/RFP ratio, 24 h;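 active = interference check ratio from 0.5 to 1.5 plus GFP to RFP signal ratio inhibition reaching or exceeding a fixed threshold, cut at about 30% in these data, passing the limit was not always enough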; note: some compounds called inactive have numbers as strong as hits
FAS TE block: FAS thioesterase domain inhibitors, primary screen, biochemical, fluorescence intensity, uHTS | recombinant FAS-TE, OMFH fluorogenic substrate, fluorescence endpoint | inhibition, % at 15 µM | 0.67% of 360,000 active;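 active = compounds whose normalised, plate-corrected inhibition of enzyme fluorescence in the single-dose primary screen is 50% or more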;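 note: 0% = DMSO with enzyme and 100% = substrate without enzyme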
MsrA act: bovine MsrA enzyme activators, primary screen, biochemical, absorbance, HTS; Methionine sulfoxide reductase A (Bos taurus); 0.3% of 360,000 active; activation, % at 10.6 µM; purified bovine MsrA, absorbance read-out; in the data active = activation above about 7.5%;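 note: 0% = vehicle and 100% = reference activator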
MT1-MMP act inh: blockers of MT1-MMP proenzyme processing, primary screen, HT1080 RFP-PRO-GFP cells, GFP/RFP fluorescence; GFP/RFP ratio change, % at 20 µM; GFP/RFP ratio fluorescence, overnight; percent of plate control window, DMSO zero; Matrix metalloproteinase-14 (Homo sapiens), P50281; 0.061% of 360,000 active;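 active = GFP/RFP ratio change of at least 30% with cell ATP level not reduced by more than half and red fluorescence within 50% of control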; note: strong numbers were not always called active
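Assay system – RFP-PRO-GFP reporter HT1080 cells · Compound dosing – single dose of 20 µM compound, 1% DMSO final · Incubation – overnight compound exposure at 37 °C · Measure – GFP/RFP fluorescence ratio · Benchmarks – DMSO wells and RFP-L50D-GFP cells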
E coli Lon inh: inhibitors of E. coli Lon protease, primary screen, biochemical, fluorescence polarization; P0A9M0; purified E. coli Lon protease; inhibition, % at 7.94 µM; 0.42% of 360,000 active; AID 602123, 2011; in the data active = inhibition above about 13%, passing the limit was not always enough;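 note: 0% = enzyme with probe and DMSO and 100% = no enzyme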
Active calls of the source: *; i = inactive; / = not tested or not shown; + = active, no number. Compounds as they come (roughly 4.2% active in at least one column).

molecule,MsrA inhibitor,NRP1-CendR mod,Rin1-Abl PPI inh,Neddylation inh,SKN-1 block,FAS TE block,MsrA act,MT1-MMP act inh,E coli Lon inh
c1nnnn1C12CC3CC(CC(C3)C1)C2,-0.8,2,2,i,-45,-8,-7,6,0
CC(=O)c1ccc(N2CCN(c3ccc(S(=O)(=O)NCCN(C)C)cc3[N+](=O)[O-])CC2)cc1,0.1,7,-5,i,-11,-6,-3,5,-4
COc1ccc(CNC(=O)CN(C(=O)CCC(=O)Nc2ccccn2)c2ccccc2OC)cc1,0.1,9,-5,i,-13,-3,-11,5,12
O=C(O)c1ccccc1C(=O)Nc1cccc([N+](=O)[O-])c1,0.2,12,1,i,-17,-3,-3,2,7
CCOC(=O)N1CCN(C(=O)c2ccc(Cn3c(=S)[nH]c4cc(C(=O)OC)ccc4c3=O)cc2)CC1,0.8,5,-3,i,7,-4,-2,7,0
O=C(N/N=C/c1cccc(O)c1)c1ccc(COc2ccc3c(c2)CCC3)o1,1.9,8,-1,i,17,2,-2,1,-3
CC(C)CC[n+]1ccn(-c2nc3ccccc3nc2[N-]S(=O)(=O)c2ccccc2)c1,-0.5,3,0,+,12,-8,-2,-3,-11
CCOc1ccc(/C=N/NC(=O)c2ccc(CSc3nc4ccccc4[nH]3)cc2)cc1,1.6,-7,2,i,7,8,-2,3,4
Cc1[nH]n(C(N)=S)c(=O)c1N=Nc1ccc(Cl)cc1Cl,-0.3,3,-2,i,21,3,-2,5,5
OC(COc1ccccc1)CN1CCN(c2ncccn2)CC1 (centres undefined),0.1,4,-1,i,-5,-8,-1,-4,-4

Next part; the last 2 above are carried over.
molecule,MsrA inhibitor,NRP1-CendR mod,Rin1-Abl PPI inh,Neddylation inh,SKN-1 block,FAS TE block,MsrA act,MT1-MMP act inh,E coli Lon inh
Cc1[nH]n(C(N)=S)c(=O)c1N=Nc1ccc(Cl)cc1Cl,-0.3,3,-2,i,21,3,-2,5,5
OC(COc1ccccc1)CN1CCN(c2ncccn2)CC1 (centres undefined),0.1,4,-1,i,-5,-8,-1,-4,-4
COCCCC1CCN(C(=O)c2cc(COc3cc(C)ccc3C)on2)CC1,-0.7,0,-3,i,18,13,0,1,1
CC(C)(C)C(=O)Oc1ccc2cc(-c3ccc4ccccc4n3)c(=O)oc2c1,1.9,-9,-2,/,-1,10,-1,-146,-17
Cc1onc(-c2c(Cl)cccc2Cl)c1C(=O)c1c[nH]c(C(=O)NCCCN2CCOCC2)c1,-0.4,23*,2,i,9,-9,-1,-3,5
O=C(O)c1ccc(Cl)c(S(=O)(=O)NCC2CCCO2)c1 (centres undefined),-0.5,-3,-2,i,-16,-4,-2,-4,-6
COc1ccc(-c2nnc(NC(=O)CSc3ccccc3)s2)cc1OC,-1.0,-6,2,/,-10,-5,-12,-1,-11
COc1ccc(N(C)S(=O)(=O)c2ccc3c(c2)oc(=O)n3C)cc1,-0.8,-12,-2,i,-10,-2,-10,-1,3
CCN(C[C@H]1N[C@@](Cc2ccccc2)(C(=O)OC)[C@H]2C(=O)N(C)C(=O)[C@@H]12)C(=O)Nc1ccc(F)cc1,0.7,21,-5,i,-13,-7,-2,1,-15
Cc1ccc(C)c(NC(=O)CSc2nc(C)cc(C)c2C#N)c1,-0.1,14,-2,i,2,-2,-8,5,-5
CCn1c(CCc2ccccc2)nc2ccccc21,-0.3,-3,0,i,5,0,-5,1,-5
Cc1cccc(OCCc2c(C)[nH]c(=S)[nH]c2=O)c1,-0.3,3,1,i,2,-2,-2,-1,2
COc1ccccc1NC(=O)CSCC(N)=O,-0.4,-4,2,i,-1,-2,-5,-2,-2
COc1cc2oc(=O)ccc2cc1[C@H](O)[C@@H](O)C(C)(C)O,2.2,9,2,/,9,-8,-5,0,1
Cc1cc(C(=O)COc2ccc(Br)cc2F)c(C)n1C1CC1,1.7,3,0,i,14,29,-1,-3,3
COc1ccc(OCCCC(=O)ON=C(N)c2ccccc2Cl)cc1,-1.3,2,3,i,2,3,-1,1,-11
CCN(CC)C(=O)CSc1nnc(CNc2ccc(F)cc2)n1Cc1ccco1,0.2,-9,0,i,-2,-7,-2,-6,-3
Cc1cc2oc(=O)cc(-c3ccccc3)c2c(C)c1-c1ccc(N(C)C)cc1,2.2,3,5,i,8,17,-4,-1,-7
COc1ccccc1OCCC(=O)O,0.9,-3,4,i,-1,-3,-4,2,0
CCOC(=O)N1CCN(C(=O)COC(=O)c2ccc(O)cc2O)CC1,0.1,10,-1,i,-12,-4,-2,-2,7
CN(C)c1ccc(C(=O)c2ccc(O)cc2O)cc1,2.6,-95,-4,i,11,-3,-2,-2,3
COCCN(C(=O)COC(=O)/C=C/c1ccc(OC)c(OC)c1)c1c(N)n(Cc2ccccc2)c(=O)[nH]c1=O,0.6,-7,-2,i,-4,-7,-2,1,-1
COC(=O)c1cc(C)nc2c1C(=O)C(=O)C=C2N1CCOCC1,1.2,29*,-1,i,-5,9,-3,-14,3
NC1=NC(=O)/C(=C/c2cccs2)S1,6.2*,14,-4,i,-4,-8,-4,-2,-1
COc1cccc2[nH]c3c(N4CCC(C)CC4)ncnc3c12,0.8,-13,-4,/,4,-3,-2,10,3
S=C(NNC(=S)Nc1ccccc1)Nc1ccccc1,-0.1,-7,-1,i,-1,-6,-6,6,5
O=C(Nc1nc2cc3c(cc2s1)OCCO3)c1ccc(N2C(=O)CCC2=O)cc1,1.7,0,-2,/,2,-1,-2,1,-7
CN(CC(=O)NCc1ccc(F)cc1)S(=O)(=O)c1cccc2nsnc12,1.3,-1,-3,i,7,-7,-4,1,0
CC(=O)C1=C(c2ccccc2)NC(=O)NC1c1ccccc1OCC(=O)NCc1ccccc1 (centres undefined),-0.4,1,0,i,-3,4,0,-8,-4
CCN1CCN(CC(=O)Nc2nc3ccccc3s2)CC1,-1.1,16,2,i,-32,0,2,-1,2
CCC1CCCCN1C(=O)COc1ccc2c(c1)OCO2 (centres undefined),-1.2,-6,0,i,-10,0,-12,4,9
Cc1ccc(C2=CC(c3ccccc3)n3ncnc3N2)c(C)c1 (centres undefined),-0.6,6,0,i,21,-3,-4,0,-11
O=C(NCc1cccnc1)Nc1ccccc1F,0.9,-1,2,i,-2,-5,4,3,2
CCOCCCN(C)C1CCN(C(=O)c2oc3ccccc3c2NC(=O)c2cccc([N+](=O)[O-])c2)CC1,-0.7,15,3,i,18,18,-4,0,5
COc1ccccc1NC(=O)N1CCN(c2cccc(C(F)(F)F)c2)CC1,-0.3,-12,-5,i,14,13,-4,4,-8
CCOc1ccc(S(=O)(=O)NCCC(=O)N2CCCN(C)CC2)cc1,0.1,-6,-2,i,10,-8,-3,-4,4
Cc1ccc(N=Cc2ccc(N(C)C)cc2)cc1C,2.7,5,-1,i,-3,-1,-6,-5,-2
COc1ccc2c(c1)c(=O)oc1c(C)c(OCc3ccc(C(=O)O)cc3)ccc12,/,-141,-6,i,10,7,-2,-2,-3
CN1CCN(C(=O)C2=C[C@H](c3ccc4c(c3)OCO4)C[C@H](OCCCCO)O2)CC1,-0.1,10,1,i,-1,-11,-1,0,0
O=C(CN1C(=O)C2CC=CCC2C1=O)Nc1ccc(S(=O)(=O)NC2=NCCCCC2)cc1 (centres undefined),0.2,5,-2,i,12,-4,-1,10,2
COc1ccc(NC2CCCN(C(=O)c3ccccc3C(F)(F)F)C2)cc1 (centres undefined),0.1,7,0,i,18,0,1,-10,5
CCCCOc1ccc(C2C3CN(C(=O)OCC)CC=C3C(C#N)=C(N)C2(C#N)C#N)cc1OC (centres undefined),1.9,-54,-2,i,8,1,-1,-33,-28
COc1ccc(COC(=O)C2CCN(S(=O)(=O)c3ccc(C)cc3)CC2)cc1,-1.2,2,-1,i,1,19,6,-3,4
Cc1noc(C)c1C(=O)N1CCc2ccccc2C1,-0.6,6,3,i,-14,-6,-13,4,-6
Cc1ccc(NS(=O)(=O)c2cc(NC(=O)c3cc(=O)[nH]c(=O)[nH]3)ccc2Cl)c(C)c1,0.2,-18,0,i,-1,7,-5,2,-5
O=C(NCCC(c1ccccc1)c1ccccc1)c1cccs1,1.6,-4,-3,i,7,19,-1,-2,-9
CCCC(=O)N1CCc2cc(OC)c(OC)cc2C1c1cc2cc3c(cc2[nH]c1=O)OCO3 (centres undefined),4.0,8,-1,i,3,-4,-2,6,2
Cc1nn(Cc2ccccc2Cl)c2sc(C(=O)NCCCn3ccnc3)cc12,-0.4,-9,1,i,-20,-7,4,4,-1
Cc1ccc(Cl)c(NC(=O)COC(=O)c2nn(-c3ccccc3)cc2O)c1Cl,-0.6,-2,-1,/,11,-24,-3,3,-4
CCn1c(SCC(=O)c2cc(OC)ccc2OC)nnc1C1CC1,-0.1,2,0,i,7,-10,-4,8,3
Cc1cc(C)cc(NC(=O)N(C)Cc2ccccc2)c1,1.3,3,-1,i,8,0,-2,2,3
O=C(CSc1nc2ccccc2n1Cc1ccc(Cl)cc1)N/N=C/c1ccccc1C(=O)O,0.9,-14,-2,i,-14,12,-2,-2,5
COC(=O)c1cc(Br)c(=O)n(CCN2CCCCC2)c1,-0.6,-7,-1,i,2,-6,0,8,8
COC(=O)C1=C(C)N(C)C(=O)NC1c1cc(Cl)c(O)c(OC)c1 (centres undefined),-0.3,5,0,i,-5,-6,-3,5,-7

Of the compounds above, these contain an NH in an aromatic ring:
molecule,MsrA inhibitor,NRP1-CendR mod,Rin1-Abl PPI inh,Neddylation inh,SKN-1 block,FAS TE block,MsrA act,MT1-MMP act inh,E coli Lon inh
CCOC(=O)N1CCN(C(=O)c2ccc(Cn3c(=S)[nH]c4cc(C(=O)OC)ccc4c3=O)cc2)CC1,0.8,5,-3,i,7,-4,-2,7,0
CCOc1ccc(/C=N/NC(=O)c2ccc(CSc3nc4ccccc4[nH]3)cc2)cc1,1.6,-7,2,i,7,8,-2,3,4
Cc1[nH]n(C(N)=S)c(=O)c1N=Nc1ccc(Cl)cc1Cl,-0.3,3,-2,i,21,3,-2,5,5
Cc1onc(-c2c(Cl)cccc2Cl)c1C(=O)c1c[nH]c(C(=O)NCCCN2CCOCC2)c1,-0.4,23*,2,i,9,-9,-1,-3,5
Cc1cccc(OCCc2c(C)[nH]c(=S)[nH]c2=O)c1,-0.3,3,1,i,2,-2,-2,-1,2
COCCN(C(=O)COC(=O)/C=C/c1ccc(OC)c(OC)c1)c1c(N)n(Cc2ccccc2)c(=O)[nH]c1=O,0.6,-7,-2,i,-4,-7,-2,1,-1
COc1cccc2[nH]c3c(N4CCC(C)CC4)ncnc3c12,0.8,-13,-4,/,4,-3,-2,10,3
Cc1ccc(NS(=O)(=O)c2cc(NC(=O)c3cc(=O)[nH]c(=O)[nH]3)ccc2Cl)c(C)c1,0.2,-18,0,i,-1,7,-5,2,-5
CCCC(=O)N1CCc2cc(OC)c(OC)cc2C1c1cc2cc3c(cc2[nH]c1=O)OCO3 (centres undefined),4.0,8,-1,i,3,-4,-2,6,2

High-throughput results as filed in PubChem.
